AID2073: inhibitors of Mint1-CaV2.2 protein interaction, biochemical, HTRF (AID 2073) | HTRF protein-protein interaction, Mint1-CaV2.2; higher % means a stronger effect | inhibition, % at 20 µM; hits with a dose series show IC50 in µM | hit rate 0.19% among 290,000; in the data active = inhibition mostly above about 51%, no sharp cut-off; also: some results filed as inactive read as strong as hits
HIV peptide binding: inhibitors of HIV fusion peptide binding, primary screen, biochemical, uHTS, fluorescence dequenching (AID 1986); cell-free peptide binding, fluorescence dequenching, 30 min; higher % means a stronger effect; one-dose inhibition, % at 20 µM; IC50 in µM for titrated hits; hit rate 0.3% among 290,000; in the data active = inhibition mostly above about 52%, no sharp cut-off; inactive = mostly below about 76%; also: some results filed as inactive read as strong as hits
Active calls of the source: *. An excerpt. The share of hits here may be higher or lower than overall.

SMILES	AID2073	HIV peptide binding
COc1cccc(NC(=O)C2C3C=CC4(O3)C2C(=O)N(CCCN2CCC(C)CC2)C4C(=O)NC2CCCCC2)c1 (centres undefined)	-1%	0.6%
O=c1[nH]c(C2CCN(S(=O)(=O)c3cccc(Cl)c3)CC2)nc2c1nnn2Cc1ccccc1	6%	2.1%
Cc1c(NC(=O)CN(c2ccc(F)cc2)S(=O)(=O)c2ccccc2)c(=O)n(-c2ccccc2)n1C	5%	-1.3%
O=C(NCC1CCCCC1)c1cc(Br)ccc1Cl	12%	-0.3%
Cc1cc(S(=O)(=O)N2CCOCC2)ccc1OCC(=O)Nc1ccc(F)cc1	10%	0.6%
CCOc1ccccc1N(CC(=O)N(C)Cc1ccccc1)S(=O)(=O)c1ccccc1	-13%	-1.4%
CCC(C)(C)NC(=O)C(c1cccc(OC)c1OC)N(Cc1ccc(OC)cc1)C(=O)CCC(=O)Nc1cc(C)on1 (centres undefined)	4%	1.1%
Cc1ccc(-c2cc(C(=O)N3CCCCCC3)no2)cc1	8%	-1.4%
CC1CCCCC1NC(=O)CCNS(=O)(=O)c1ccc2c(c1)CCC(=O)N2 (centres undefined)	6%	0.6%
COc1ccc(C(C)=O)cc1CC(=O)N(Cc1ccccc1)c1ccccc1	10%	2.5%
O=C(Cn1cnc(S(=O)(=O)N2CCOCC2)c1)Nc1ccc(OC(F)(F)F)cc1	0%	-0.6%
COC(=O)c1ccc(Cn2nc(-c3ccccc3)ccc2=O)cc1	21%	-0.2%
COC(=O)c1ccc(COC(=O)C(CCSC)NC(=O)COc2ccccc2)cc1 (centres undefined)	5%	-1.8%
O=S1(=O)OCCC(c2ccccc2)N1Cc1ccccc1 (centres undefined)	-1%	1.4%
COc1ccc(NC(=O)CCCCCn2nnc3ccccc3c2=O)cc1	2%	2.6%
O=C(NC(Cc1ccccc1)C(=O)NCCc1ccccn1)c1ccccc1 (centres undefined)	16%	-0.5%
Cc1c(NS(=O)(=O)c2ccc3c(c2)NC(=O)CC(=O)N3)cccc1[N+](=O)[O-]	10%	2.6%
COc1cccc(N2CCN(C(=O)CCC(=O)N3CCOc4ccc(C)cc43)CC2)c1	-2%	-2.4%
O=C(NNc1ccccc1)Nc1ccccc1F	-16%	-2.8%
Cc1ccc(C)c(N(CC(=O)NC(C)(C)C)C(=O)CCC(=O)Nc2nccs2)c1	0%	-0.2%
COC(=O)c1ccc(NS(=O)(=O)NC(=O)c2cn(C)c3ccccc23)cc1	-3%	0.9%
CCOc1ccsc1C(=O)NNC(=O)c1ccco1	2%	0.1%
Cc1ccc(OCc2ccc(C(=O)NNC(=S)NCC3CCCO3)o2)c([N+](=O)[O-])c1 (centres undefined)	-24%	-1.3%
COc1ccccc1CNC(=O)N1CCN(c2ccccc2C)CC1	-3%	-0.9%
CSCCC(=O)N1CCC(CCC(=O)NC2CC2)CC1	21%	-1.1%
CCN(Cc1cnn(C)c1)C(=O)c1ccc2nc(Cc3cccc(Cl)c3)oc2c1	0%	-1.4%
COc1ccccc1CNS(=O)(=O)c1csc(C(N)=O)c1	6%	-1.1%
Cc1cnc(NC(=O)Cc2ccc(C)c(C)c2)s1	-13%	1.2%
C/C(=N\NC(=O)c1nnn(-c2nonc2N)c1CN(C)C)c1ccco1	10%	0.3%
Cc1cccc(NC(=O)c2cccc(C(=O)Nc3cccc(C)c3C)n2)c1C	5%	8.4%
Cc1ccccc1NC(=O)Cn1nc(C)n2cccc2c1=O	9%	0.8%
COc1ccc(CCC(C)N2CCC(CO)(Cc3ccccc3)CC2)cc1 (centres undefined)	7%	-1.2%
COc1ccc([N+](=O)[O-])cc1NC(=O)CCN1CCOCC1	-4%	0.9%
O=C(CN1CCN(S(=O)(=O)N2CCCCC2)CC1)Nc1ccc(Br)cc1	6%	1.3%
CC1CC(C)CN(S(=O)(=O)c2ccc3c(c2)oc(=O)n3CC(=O)NCCCOC(C)C)C1 (centres undefined)	6%	-0.9%
COc1ccc(C(=O)Nc2ccccc2)cc1NC(=O)c1cccs1	-2%	1.5%
Cc1cccc(C(=O)Nc2ccc(C(=O)N/N=C/c3ccc4c(c3)OCO4)cc2)c1	16%	13%
COc1ccc(-c2nn(C)c3sc(C(=O)NCCN(C)C)cc23)cc1OC	23%	0.2%
CC(C)c1ccc(OCCCCCN2CCOCC2)cc1	2%	-0.7%
O=S(=O)(Nc1ccc(Br)cn1)c1ccc2ccccc2c1	11%	5.4%
COc1ccc(C(=O)Cn2cc[n+](C)c2)cc1	5%	0.9%
CC1Cc2cc(S(=O)(=O)NCCC(=O)N(C)Cc3ccccc3)ccc2N1C(=O)C1CC1 (centres undefined)	3%	1.5%
O=C(N/N=C/c1cc(Br)c(O)c(Br)c1)c1cccnc1	8%	-0.8%
Cc1c(Cl)cccc1NC(=O)c1ccco1	-2%	-1.1%
CCN(CC)CCn1c(=S)[nH]c2cc(C(=O)NCc3ccccc3Cl)ccc2c1=O	-38%	-1.7%
O=C(c1cc(-c2ccc(Br)cc2)n[nH]1)N1CCN(C(=O)c2ccccc2Br)CC1	10%	1.6%
CCCCNC(=O)Cn1nc(-c2ccc(C)cc2)ccc1=O	6%	0.4%
COc1ccc(C(=O)N(CCc2ccccc2)Cc2cccs2)c(OC)c1	12%	-1.7%
Cc1cccc(CN2CCCC(C(=O)N3CCCCC3)C2)c1 (centres undefined)	3%	0.9%
CCN1CCN(C(=O)C2CCN(S(=O)(=O)c3ccc(SC)cc3)CC2)CC1	6%	-1.6%
Cc1ccc(N(CCC#N)C(=O)COC(=O)c2ccccn2)cc1	9%	0.3%
Cc1cc(C)c(C)c(S(=O)(=O)NCC(=O)Nc2ccccc2F)c1C	2%	1.1%
CCN1CCN(C(=O)C2CCN(S(=O)(=O)c3ccc(Br)cc3)CC2)CC1	9%	0.6%
COc1cccc(-n2c(N)cc(=O)nc2SCC(=O)Nc2cc(C)on2)c1	1%	1.4%
CC(C)(C(=O)O)c1ccc(C(O)CCCN2CCC(C(O)(c3ccccc3)c3ccccc3)CC2)cc1 (centres undefined)	-4%	-0.7%
CCCCOC(=O)C1=C(C)NC(=O)NC1c1cccc([N+](=O)[O-])c1 (centres undefined)	9%	-2.8%
COc1ccccc1CNC(c1ccccc1)c1ccccc1	5%	-0.4%
CC(=O)OC1COC(n2c(O)c(N=NC(N)=S)c3ccccc32)C(OC(C)=O)C1OC(C)=O (centres undefined)	3%	-1.3%
Cc1ccc(CNC(=O)CSc2nnc(CNC(=O)c3ccccc3)o2)cc1	6%	-1.0%
Cc1ccc2c(cnn2C(=O)CCCC(=O)NC(C)c2ccccc2)c1 (centres undefined)	-17%	3.1%

Further compounds follow:
SMILES	AID2073	HIV peptide binding
CCCCNC(=O)c1cn(C)c2ccc(S(=O)(=O)N3CC(C)CC(C)C3)cc2c1=O (centres undefined)	8%	-2.2%
CCn1cnc2c1c(=O)n(CC(=O)O)c(=O)n2Cc1ccccc1	5%	-0.2%
CCOC(=O)c1ccc(NC(=S)NCc2ccccc2)cc1	-12%	0.0%
O=C(CSc1ccccc1)NCCc1ccc(F)cc1	10%	-1.5%
COCCCNc1nc2c(c(=O)n(Cc3ccc(OC)cc3)c(=O)n2C)n1C	9%	-0.2%
Cc1ccc(CNC(=O)CSc2nnc3c(n2)[nH]c2ccc(F)cc23)cc1	22%	2.7%
CCN(CC)S(=O)(=O)c1ccc(C(=O)NCCOC(=O)c2ccc(F)cc2F)cc1	-2%	-0.6%
O=C(Nc1ccc(F)cc1)C1CCN(S(=O)(=O)c2ccc3[nH]c(=O)oc3c2)CC1	14%	7.9%
Cc1ccc(C(=O)N2CCCC(C(=O)Nc3cccc(-c4ccc(F)cc4)c3)C2)cn1 (centres undefined)	1%	-0.8%
Cc1cc(OCC(=O)NNC(=O)c2cccnc2)cc(C)c1Cl	-3%	0.4%
O=C(NC1CCCCC1)c1cc(N2C(=O)CCC2=O)ccc1Cl	-4%	-0.2%
CN(C(=O)COC(=O)c1nc(Cl)ccc1Cl)C1CCS(=O)(=O)C1 (centres undefined)	6%	-0.9%
COc1ccc(C)cc1NCc1ccc(OC)c(C)c1OC	1%	1.8%
COc1ccc(S(=O)(=O)NCc2cccnc2)cc1C(=O)NC1CCCCC1	6%	3.1%
CCC(=O)N(Cc1cc(=O)[nH]c2ccccc12)c1ccc(C)cc1C	-5%	-2.0%
Cc1c(CCC(=O)NCC(=O)O)c(=O)oc2cc3occ(-c4ccccc4)c3cc12	19%	3.8%
CC(=O)Nc1ccc(N/C(=N\S(=O)(=O)c2ccccc2)c2ccccc2)cc1	9%	0.2%
Cc1ccc(C)c(N2N=C(C(=O)Nc3ccccc3N3CCCC3)CCC2=O)c1	10%	-1.9%
CCN(CC(=O)N1CCCCC1)S(=O)(=O)c1ccccc1	25%	-1.6%
COc1cc(OC)cc(C(=O)NC(=S)N(Cc2ccccc2)C(C)C)c1	-20%	-1.3%
CCOC(=O)C1CCN(C(=O)CN(c2cc(Cl)ccc2OC)S(=O)(=O)c2ccccc2)CC1	-5%	-1.9%
O=C(O)C1C2C=CC(C2)C1C(=O)Nc1ccc(Cl)c(Cl)c1 (centres undefined)	11%	1.6%
CCOC(=O)CNC(=O)N1CCCC(C(=O)c2cc(C)c(OC)c(C)c2)C1 (centres undefined)	-2%	0.8%
CCC(=O)N1N=C(c2cccs2)CC1c1ccc(C)cc1 (centres undefined)	8%	-1.6%
Cc1c(C(=O)N2CCCCC2)c(S(=O)(=O)NCc2ccc(N(C)C)cc2)c(C)n1C	10%	-1.2%
O=C(NC1CCCCC1)c1cccc(S(=O)(=O)N2CCCCC2)c1	10%	1.6%
CCC(c1nnc(SCC(=O)Nc2cccc(S(N)(=O)=O)c2)n1-c1ccc(OC)cc1)N(C)C (centres undefined)	5%	1.6%
O=C(CSc1n[nH]c(-c2ccncc2)n1)Nc1ccccc1	-5%	1.2%
C=CCn1c(SCC(=O)N(CCO)CCO)nc2sc3c(c2c1=O)CCC3	14%	3.5%
CCOc1ccc(Cl)cc1S(=O)(=O)N1CCC(C(=O)NCC2CCCO2)CC1 (centres undefined)	-1%	1.5%
CCCn1ncc(C(=O)NC2CCCN(Cc3ccc(Cl)cc3)C2)c1C (centres undefined)	-13%	2.3%
O=C(c1ccco1)N1CCN(Cc2ccc(F)cc2Cl)CC1	-1%	-0.1%
CC(C)C1Oc2ccccc2N(CC(=O)NC2CCCCC2)C1=O (centres undefined)	4%	-0.5%
COCCNC(=S)N(CCCO)Cc1cc2cc3c(cc2[nH]c1=O)OCCO3	-5%	1.0%
COc1ccc(-c2n[nH]c(=S)n2-c2ccc(C)cc2)cc1OC	-18%	-2.5%
CCOc1ccccc1NC(=O)CCS(=O)(=O)c1ccc2c(c1)CCN2C(C)=O	-9%	1.0%
C/C(=N\NC(=O)C(O)c1ccccc1)c1cccnc1 (centres undefined)	-4%	-0.2%
O=C(CCc1ccccc1)NNC(=S)NCc1ccc(Cl)cc1	-10%	-2.8%
COC(=O)CN1C(=O)COc2ccc(S(=O)(=O)N3CCCC3)cc21	12%	0.6%
COc1ccc(C)cc1NS(=O)(=O)c1ccc2c(c1)oc(=O)n2C	5%	-0.4%
Cc1nc2ccccc2c(=O)n1/N=C/c1ccc(O)c(O)c1O	19%	23%
CCC(C)NC(=O)CN(C1CCCCC1)S(=O)(=O)c1ccc(F)cc1 (centres undefined)	0%	-0.7%
O=C(NCc1ccc(Cl)cc1)C1CCC(=O)N(C2CCCCCC2)C1 (centres undefined)	19%	-0.1%
Cc1ccc(OCc2ccc([N+](=O)[O-])cc2)c([N+](=O)[O-])n1	0%	2.2%
CN(c1ccc(OCC(=O)O)cc1)S(=O)(=O)c1ccc2ccccc2c1	10%	1.0%
Cc1ccc(C(C(=O)NCC2CCCO2)N(C(=O)c2snc(C(N)=O)c2N)c2ccccc2F)o1 (centres undefined)	11%	-0.6%
Cc1ccc(NC(=O)Cn2nnc(C(=O)NCc3cccs3)c2N)cc1Cl	38%	-1.4%
O=C(O)c1cccc(Nc2nc3ccccc3nc2NS(=O)(=O)c2cccs2)c1	15%	50%
COC(=O)c1sccc1S(=O)(=O)NC(C)c1cnn(-c2ccc(OC)cc2)c1C (centres undefined)	5%	-0.2%
Cc1ccc(C(=O)C(C)OC(=O)Cn2[nH]c(=O)c3ccccc3c2=O)cc1C (centres undefined)	4%	-0.6%
COc1cccc(CN(C)C(=O)c2[nH]c(C)c(C(C)=O)c2C)c1OC	24%	1.9%

Some of the entries so far, with the structure last:
AID2073 | HIV peptide binding | Molecule
-18% | -2.5% | COc1ccc(-c2n[nH]c(=S)n2-c2ccc(C)cc2)cc1OC
-9% | 1.0% | CCOc1ccccc1NC(=O)CCS(=O)(=O)c1ccc2c(c1)CCN2C(C)=O
-4% | -0.2% | C/C(=N\NC(=O)C(O)c1ccccc1)c1cccnc1 (centres undefined)
-10% | -2.8% | O=C(CCc1ccccc1)NNC(=S)NCc1ccc(Cl)cc1
12% | 0.6% | COC(=O)CN1C(=O)COc2ccc(S(=O)(=O)N3CCCC3)cc21
5% | -0.4% | COc1ccc(C)cc1NS(=O)(=O)c1ccc2c(c1)oc(=O)n2C
19% | 23% | Cc1nc2ccccc2c(=O)n1/N=C/c1ccc(O)c(O)c1O
0% | -0.7% | CCC(C)NC(=O)CN(C1CCCCC1)S(=O)(=O)c1ccc(F)cc1 (centres undefined)
19% | -0.1% | O=C(NCc1ccc(Cl)cc1)C1CCC(=O)N(C2CCCCCC2)C1 (centres undefined)
0% | 2.2% | Cc1ccc(OCc2ccc([N+](=O)[O-])cc2)c([N+](=O)[O-])n1
10% | 1.0% | CN(c1ccc(OCC(=O)O)cc1)S(=O)(=O)c1ccc2ccccc2c1
11% | -0.6% | Cc1ccc(C(C(=O)NCC2CCCO2)N(C(=O)c2snc(C(N)=O)c2N)c2ccccc2F)o1 (centres undefined)
38% | -1.4% | Cc1ccc(NC(=O)Cn2nnc(C(=O)NCc3cccs3)c2N)cc1Cl
15% | 50% | O=C(O)c1cccc(Nc2nc3ccccc3nc2NS(=O)(=O)c2cccs2)c1

Source: PubChem BioAssay (Sanford-Burnham Center for Chemical Genomics)
